DDE Tn6 FP inh: disrupts Tn6 cyclic peptide binding to fibrin D-Dimer-E complex. P02675. Fibrin DD(E) TRITC-Tn6 fluorescence polarization displacement. inhibition, % at 8.3 µM. actives 0.21% (n = 370,000);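 active means inhibition above a per-campaign cutoff: mean of compounds within control limits plus 3 SD, cut at about 15% in these data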;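 further: 0% = median of all compound wells on the plate and 100% = blocking peptide control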
PLCb3 inh: PLC-beta3 (human) inhibition, primary screen | Q01970 | Purified PLC-beta3, fluorogenic substrate, fluorescence | inhibition, % at 12.2 µM | actives 0.18% (n = 370,000) | AID 720704; in the data active means inhibition above about 11%;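 further: 0% = median of compound wells on plate and 100% = full blocker control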
ADAM10 inh: ADAM10 inhibition, QFRET primary screen; actives 0.62% (n = 370,000); inhibition, % at 7 µM; O14672; recombinant ADAM10, EDANS/DABCYL FRET peptide cleavage, 3 h;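 active means inhibition above a per-campaign cutoff equal to the mean of compounds falling between control-based bounds plus 3 SD, cut at about 20% in these data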;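 further: 0% = DMSO wells while the 100% control is not disclosed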
ADAM17 inh: inhibitors of human ADAM17; recombinant ADAM17, EDANS/DABCYL FRET peptide cleavage; inhibition, % at 6.95 µM; actives 0.83% (n = 370,000);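 active means inhibition above the mean of compounds lying between control limits plus 3 SD, set per campaign, cut at about 8.5% in these data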;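 further: 0% = DMSO-only wells as the low control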
SIAE primary: inhibitors of human sialic acid acetylesterase SIAE; SIAE FP-Rh probe binding, fluorescence polarization; inhibition, % at 9.66 µM; Q9HAT2; AID 1053197; actives 0.69% (n = 370,000);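 active means inhibition above a cutoff: mean of compounds within the control limits plus 3 SD of those, cut at about 17% in these data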;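 further: 0% = plate median of compound wells and 100% = probe without SIAE protein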
Target sequence (Q9HAT2 whole entry, looked up): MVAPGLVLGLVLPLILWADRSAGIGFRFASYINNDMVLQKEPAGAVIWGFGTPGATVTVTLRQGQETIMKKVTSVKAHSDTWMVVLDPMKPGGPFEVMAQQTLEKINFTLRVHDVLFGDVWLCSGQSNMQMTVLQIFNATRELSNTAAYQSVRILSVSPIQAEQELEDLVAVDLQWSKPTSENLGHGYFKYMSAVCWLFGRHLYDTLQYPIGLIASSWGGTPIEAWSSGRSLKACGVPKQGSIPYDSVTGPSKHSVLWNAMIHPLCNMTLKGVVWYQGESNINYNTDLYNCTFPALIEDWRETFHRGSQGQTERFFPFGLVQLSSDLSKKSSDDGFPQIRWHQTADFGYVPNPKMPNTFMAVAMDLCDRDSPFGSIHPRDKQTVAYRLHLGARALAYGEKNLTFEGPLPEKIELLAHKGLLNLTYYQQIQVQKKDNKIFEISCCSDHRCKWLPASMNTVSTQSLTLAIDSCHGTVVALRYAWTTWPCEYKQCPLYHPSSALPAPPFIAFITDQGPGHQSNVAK
TDP2 absorb: TDP2 (human) inhibition, absorbance primary screen; recombinant TDP2, T5PNP hydrolysis, p-nitrophenol absorbance 415 nm; inhibition, % at 12.8 µM; actives 0.34% (n = 370,000);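 active means inhibition above the mean of all tested compounds plus 3 SD, set per campaign, cut at about 25% in these data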;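 further: 0% = DMSO with enzyme and 100% = buffer with substrate but no TDP2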
Target sequence (O95551 whole entry, looked up): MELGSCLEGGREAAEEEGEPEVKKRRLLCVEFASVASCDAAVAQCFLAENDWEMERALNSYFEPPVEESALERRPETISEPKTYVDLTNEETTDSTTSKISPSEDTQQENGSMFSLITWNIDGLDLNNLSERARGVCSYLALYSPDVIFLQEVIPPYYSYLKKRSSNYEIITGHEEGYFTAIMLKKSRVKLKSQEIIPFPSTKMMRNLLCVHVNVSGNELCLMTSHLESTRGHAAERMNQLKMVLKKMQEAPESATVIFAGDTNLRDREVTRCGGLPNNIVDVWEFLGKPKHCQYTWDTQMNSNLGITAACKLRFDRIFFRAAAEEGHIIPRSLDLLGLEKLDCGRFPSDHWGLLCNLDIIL
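Assay system: Recombinant human TDP2 | Quantity: 120 nM TDP2 per well | Incubation: 2 h at 37 °C | Signal: Epi absorbance | Evaluation: Percent inhibition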
Tn7 DDE FP: disrupts Tn7 cyclic peptide binding to fibrin D-Dimer-E complex; FP displacement of FITC-Tn7 peptide from fibrin DD(E); 0% = median of compound wells per plate; actives 0.13% (n = 370,000); inhibition, % at 8.3 µM;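 active means inhibition above the mean of compounds falling within the control limits plus 3 SD of them, cut at about 14% in these data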;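 further: 0% = plate median of compound wells and 100% = 10 µM Aha-Tn7 peptide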
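Also added: labelled Tn7 tracer, 0.1 µM; Assay system: human fibrin DD(E) protein; Amount: 2 µM fibrin DD(E); Schedule: 10 min compound pre-incubation, 3 h probe incubation at room temperature; Repeats: one replicate per compound; Read-out basis: percent inhibition; Measured by: fluorescence polarization of the labelled Tn7 tracer.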
ARFGAP1 inh: inhibits rat ARF GTPase activating protein 1; Q62848; Arfgap1-stimulated ARF1 GTP hydrolysis, GDP FP detection; inhibition, % at 16.5 µM; actives 0.26% (n = 360,000); AID 651572;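 active means inhibition above a per-plate limit, mean inhibition of low control wells plus 3 SD, cut at about 25% in these data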;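 further: 0% = DMSO wells with enzyme and 100% = wells lacking Arfgap1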
Target sequence (Q62848 1-136 limits assumed): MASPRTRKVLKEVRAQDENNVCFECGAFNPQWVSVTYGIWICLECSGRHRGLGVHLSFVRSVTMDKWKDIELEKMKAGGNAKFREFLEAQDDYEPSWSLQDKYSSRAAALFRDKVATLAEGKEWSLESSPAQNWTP
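Repeats: one replicate per compound; assay system: rat Arfgap1 catalytic domain, aa 1-136; times: enzyme reaction 120 min at 25 °C after 20 min preincubation; detection: FP of antibody-bound GDP Alexa 633 tracer, ex 620/em 688 nm; benchmarks: high control wells lacking Arfgap1, low control full reaction with DMSO; reagent: human ARF1(Δ1-17)-GTP substrate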
PLC-gamma1 inh: PLC-gamma1 (human) inhibition, primary screen; P19174; inhibition, % at 12.2 µM; purified PLC-gamma1, fluorogenic substrate, fluorescence; actives 0.84% (n = 370,000); in the data active means inhibition above about 9.5%
ASAP1 GAP inh: ASAP1 ArfGAP inhibition | Q9ULH1 | ASAP1-stimulated ARF1 GTP hydrolysis, GDP FP detection | inhibition, % at 16.5 µM | actives 0.19% (n = 360,000); in the data active means inhibition above about 25%;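 further: 0% = vehicle with enzyme and substrate and 100% = no enzyme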
The depositor's hits bear a star; i = inactive; . = no result given; + = active, no number.

mol	DDE Tn6 FP inh	PLCb3 inh	ADAM10 inh	ADAM17 inh	SIAE primary	TDP2 absorb	Tn7 DDE FP	ARFGAP1 inh	PLC-gamma1 inh	ASAP1 GAP inh
COC(=O)COn1c(-n2nc(C)cc2C)nc2ccccc2c1=O	6	3	3	0	-1	16	-5	13	4	-13
COc1cccc(/C=N/NC(=O)c2c(-c3ccccc3)noc2C)c1	1	2	2	-2	1	-2	-9	-4	0	4
O=C(NC(N1CCCC1)C(Cl)(Cl)Cl)c1ccccc1 (configuration not stated)	2	2	-2	-2	-2	4	2	-6	2	17
Cc1ccc(NC(=O)C2C(=O)N(C)c3ccccc32)cc1 (configuration not stated)	2	0	0	-1	0	1	4	6	-2	-3
CCC(=O)Nc1ccc2c(c1)N(C(C)=O)c1ccccc1CC2	2	-10	2	0	-1	-15	6	-4	-4	-22
COc1ccc(C(=O)COC(=O)C2CC3CCCC(C2)C3=O)cc1Br (configuration not stated)	4	-2	9	3	4	6	3	-1	6	-13
Cn1cc(CN2CCN(c3ccccc3)CC2)c2ccccc21	6	3	-3	-3	5	-4	4	-10	4	-10
COc1ccc(C(=O)N2CCC(N3CCN(c4ccccc4)CC3)CC2)cc1	-9	3	-4	-3	12	2	6	-4	0	-9
Cc1ccc(OCCOCCN2CCN(C)CC2)c([N+](=O)[O-])c1	2	1	-9	2	-8	4	0	-8	0	1
O=C(COC(=O)c1cc([N+](=O)[O-])ccc1N1CCOCC1)Nc1ccccc1OC(F)F	6	-6	-2	-3	-5	-11	8	-4	2	0
C/C(=N/NC(=O)c1cccs1)c1ccc(NC(=O)COc2ccc(Cl)cc2Cl)cc1	-5	12*	8	2	-21	-5	5	38*	0	9
CCC(C)NC(=O)[C@@H]1CSC2c3ccccc3C(=O)N21 (some centres not stated)	3	-11	3	-7	-4	-9	8	-3	-4	-5
CCOc1ccc2c(c1)/C(=N/N1C(=O)c3ccccc3C1=O)C(=O)N2	0	0	-8	-6	2	7	-8	6	-2	2
Cc1nn(-c2ccccc2)c2sc(C(=O)N3CCC4(CC3)OCCO4)cc12	-2	0	-18	-3	-6	3	8	.	7	.
O=C(N/N=C/c1c(Cl)[nH]c2ccccc12)c1sc2ccccc2c1Cl	2	-114	6	6	2	-3	-4	7	-95	8

Compounds from the list above containing nitrogen in an aromatic ring (5):
mol	DDE Tn6 FP inh	PLCb3 inh	ADAM10 inh	ADAM17 inh	SIAE primary	TDP2 absorb	Tn7 DDE FP	ARFGAP1 inh	PLC-gamma1 inh	ASAP1 GAP inh
COC(=O)COn1c(-n2nc(C)cc2C)nc2ccccc2c1=O	6	3	3	0	-1	16	-5	13	4	-13
COc1cccc(/C=N/NC(=O)c2c(-c3ccccc3)noc2C)c1	1	2	2	-2	1	-2	-9	-4	0	4
Cn1cc(CN2CCN(c3ccccc3)CC2)c2ccccc21	6	3	-3	-3	5	-4	4	-10	4	-10
Cc1nn(-c2ccccc2)c2sc(C(=O)N3CCC4(CC3)OCCO4)cc12	-2	0	-18	-3	-6	3	8	.	7	.
O=C(N/N=C/c1c(Cl)[nH]c2ccccc12)c1sc2ccccc2c1Cl	2	-114	6	6	2	-3	-4	7	-95	8

Other entries:
mol	DDE Tn6 FP inh	PLCb3 inh	ADAM10 inh	ADAM17 inh	SIAE primary	TDP2 absorb	Tn7 DDE FP	ARFGAP1 inh	PLC-gamma1 inh	ASAP1 GAP inh
COc1cc(OC)c(-c2c3cc(O)c(=O)cc-3oc3cc(O)c(O)cc23)cc1OC	+	-384	-14	-5	-319	-5	-21	-13	-340	-4
O=S1(=O)CC(N2CCCCC2)CN1Cc1ccccc1 (configuration not stated)	-10	2	4	-1	1	9	-1	12	3	13
O=C(Nc1ccc(N2CCOCC2)c(Cl)c1)c1ccc2c(c1)OCCO2	-6	6	5	1	2	5	-2	18	1	0
Cc1nnc(SCCN2CCOCC2)n1C	-1	3	0	-1	11	19	4	7	2	2
CCN(CC)CCNC(=O)c1ccc2c(c1)ncn2C1CCCCC1	-9	6	7	5	-1	-18	-5	6	1	-3
O=C(O)c1nn(-c2cccc(C(F)(F)F)c2)ccc1=O	3	-5	1	-10	-5	1	-3	3	0	7
OC1c2cc(Br)ccc2N=C2CCCN21 (configuration not stated)	-4	-6	5	-1	5	-12	-5	12	1	-1
CCn1cc(C(=O)NCc2ccco2)c2cc(OC)c(OC)cc2c1=O	1	2	-17	-11	-6	-13	3	-4	0	10
C=CCc1cccc(/C=C/c2cc(=O)c3ccccc3[nH]2)c1O	-8	-301	-8	-5	0	2	7	2	-255	0
CC1(C2CC2)NC(=O)N(CC(=O)N2CCN(c3ccc(F)cc3)CC2)C1=O (configuration not stated)	-2	-8	-6	-2	0	-5	-4	10	-4	-2
CCOC(=O)c1cc(-c2ccc(F)cc2)n(CC(=O)NC(C)CC)c1C (configuration not stated)	-2	1	4	1	4	3	-10	10	2	3
Cc1ccc(N2CC(=O)N(NC(=O)c3sc4nc(C)cc(C)c4c3N)CC2=O)cc1	4	i	i	-326	7	-6	4	10	i	0
O=C(CN(Cc1ccco1)S(=O)(=O)c1ccccc1)N/N=C/c1ccccc1C(=O)O	-2	-5	-1	-2	3	-7	4	4	2	-7
CCC(c1nnnn1Cc1ccccc1)N(Cc1ccco1)Cc1cc2cc(OC)ccc2[nH]c1=O (configuration not stated)	1	-109	-168	-56	-2	0	1	1	-86	-14
Cn1c(=O)c2c(nc(Cc3ccc(N)cc3)n2C)n(C)c1=O	-1	-1	8	5	-9	-26	0	-18	9	4

Filtered by structure, those above with a thiophene ring, fused or not (4)
mol	DDE Tn6 FP inh	PLCb3 inh	ADAM10 inh	ADAM17 inh	SIAE primary	TDP2 absorb	Tn7 DDE FP	ARFGAP1 inh	PLC-gamma1 inh	ASAP1 GAP inh
C/C(=N/NC(=O)c1cccs1)c1ccc(NC(=O)COc2ccc(Cl)cc2Cl)cc1	-5	12*	8	2	-21	-5	5	38*	0	9
Cc1nn(-c2ccccc2)c2sc(C(=O)N3CCC4(CC3)OCCO4)cc12	-2	0	-18	-3	-6	3	8	.	7	.
O=C(N/N=C/c1c(Cl)[nH]c2ccccc12)c1sc2ccccc2c1Cl	2	-114	6	6	2	-3	-4	7	-95	8
Cc1ccc(N2CC(=O)N(NC(=O)c3sc4nc(C)cc(C)c4c3N)CC2=O)cc1	4	i	i	-326	7	-6	4	10	i	0

Back to the main list with the 2 entries that preceded the break.
mol	DDE Tn6 FP inh	PLCb3 inh	ADAM10 inh	ADAM17 inh	SIAE primary	TDP2 absorb	Tn7 DDE FP	ARFGAP1 inh	PLC-gamma1 inh	ASAP1 GAP inh
CCC(c1nnnn1Cc1ccccc1)N(Cc1ccco1)Cc1cc2cc(OC)ccc2[nH]c1=O (configuration not stated)	1	-109	-168	-56	-2	0	1	1	-86	-14
Cn1c(=O)c2c(nc(Cc3ccc(N)cc3)n2C)n(C)c1=O	-1	-1	8	5	-9	-26	0	-18	9	4
CCOc1ccc(S(=O)(=O)N2CCCCC2)cc1NC(=O)Cc1ccc(OC)cc1	-9	2	0	2	-5	-4	-5	-5	0	-4
CCOc1ccc(CCNC(=O)COC(=O)/C=C/c2ccccc2)cc1OCC	-1	-8	-1	-1	-3	8	3	1	-2	0
Cc1c(NC(=O)/C(C#N)=C/c2ccc(-c3ccc(Cl)c(Cl)c3)o2)c(=O)n(-c2ccccc2)n1C	-4	-1	2	-2	3	6	-2	13	0	10
Cc1oc(CC(C)C)cc1C(=O)Nc1cccc2ccccc12	-1	2	2	0	-8	-2	-7	-5	2	4
C/C=C/c1ccc(OCCCN2C(=O)NC(C)(C)C2=O)c(OC)c1	-6	-3	-2	-4	3	2	5	-14	0	-7
COC(=O)c1ccc2nc(-c3cccc(Cl)c3)c(Cc3cccc(Cl)c3)n2c1	3	-7	-2	-4	-1	10	5	5	-4	0
Cc1cc(=O)oc2c3c(cc(OCC(=O)NCCCn4ccnc4)c12)OC(C)(C)CC3	12	i	i	i	3	6	-1	-9	i	-6
O=C(COc1ccc2c3c(c(=O)oc2c1)CCCC3)NC(Cc1ccc(Cl)cc1)C(=O)O (configuration not stated)	0	-20	-356	-85	-3	-4	0	15	-12	-3
Cc1ccc(-n2nnnc2SCC#N)cc1	3	-10	1	-4	-2	1	2	2	-3	-1
Cc1onc(-c2c(F)cccc2Cl)c1-c1ncc(-c2ccc(Cl)cc2)o1	1	3	4	-4	-5	-6	1	1	3	8
CC(=O)Nc1cc(NC(C)=O)c(N=Nc2ccccc2)cc1C	0	-12	2	-2	-4	0	-5	-1	-3	-8
N#CCCCC1(CCCC#N)OCCO1	-10	3	-7	-2	2	4	10	-2	-1	-13
O=C1C(=O)N(Cc2ccc(-c3ccc(F)nc3)cc2)c2ccc(OC(F)(F)F)cc21	-10	-4	-4	-1	-1	-3	0	.	-6	.
C=C1C(=O)C23CCC4C(C)(C(=O)OC)CCCC4(C)C2CCC1(O)C3 (configuration not stated)	-6	2	-14	4	-4	1	-3	8	-1	-3
CCCCC(=O)c1c(C)cc(C)[nH]c1=O	-9	-4	-5	-4	-9	-12	-8	9	-7	-5

Next entries
mol	DDE Tn6 FP inh	PLCb3 inh	ADAM10 inh	ADAM17 inh	SIAE primary	TDP2 absorb	Tn7 DDE FP	ARFGAP1 inh	PLC-gamma1 inh	ASAP1 GAP inh
O=C(Nc1cccc([N+](=O)[O-])c1)c1cnccn1	1	3	2	2	2	-13	-1	-3	8	4
CC12COC3(C(=O)Nc4ccccc4F)CC1CCC32C (configuration not stated)	2	-4	-4	-2	13	7	-3	4	2	-1
COc1ccc(-c2csc3ncnc(N4CCN(S(=O)(=O)c5cccc(Br)c5)CC4)c23)cc1	-3	-5	3	2	-4	5	-1	-1	2	1
COCC(=O)Oc1cc(-c2ccc(C)cc2C)c(OC(=O)COC)c(-c2ccc(C)cc2C)c1	3	2	19	6	-6	-1	0	2	3	-3
Cc1c(S(=O)(=O)N(C)C2CCCCC2)c(=O)n(C)c(=O)n1C	5	-3	-2	-1	-5	0	-2	-6	1	3
O=C(NCCN1CCOCC1)c1cc2sccc2n1Cc1ccc(F)cc1	1	2	2	-2	0	2	1	-10	0	2
